MsrA inh = inhibits bovine methionine sulfoxide reductase A | purified bovine MsrA, absorbance read-out | inhibition, % at 15.5 µM | 360,000 tested, 0.75% active; in the data active = inhibition above about 4.5%;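 also: 0% = vehicle wells with enzyme and 100% = reference inhibitor wells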
* marks the source's active call; other numbers are inactive results. Only part of the results is shown (hit frequency here may not be typical).

SMILES | MsrA inh
C=CCNc1cccc2c1S(=O)(=O)N[C@@H](CC(C)C)CO2 | -0.8
COc1cc(F)ccc1Oc1cccc2c1S(=O)(=O)N([C@H](C)c1ccccc1)C[C@@H](COCc1ccccc1)O2 | 0.1
c1ccc(Cn2c(-c3cccs3)nc3nc4ccccc4nc32)cc1 | -0.1
COCc1[nH]nc2c1C(c1cccc(C(F)(F)F)c1)N(c1ccc(OC)cc1)C2=O (configuration not stated) | -0.7
c1ccc2c(NCCCN3CCOCC3)c3ccccc3nc2c1 | -0.1
C=CCN=C1NC(c2ccc(F)cc2)C(C(=O)OC)=C(C)N1C (configuration not stated) | 1.0
O=C(N[C@@H](Cc1cccnc1)C(=O)N1CCC[C@H]1C(=O)NC1CCCC1)c1cccs1 | 0.7
O=C(NCC1CCN(C(=O)C(=O)c2cccs2)CC1)c1ccc2c(c1)OCO2 | 0.2
COC(=O)[C@]12C[C@H](CC(=O)NCc3cccs3)C(=O)N(CCC3=CCCCC3)C1=C[C@H](C(C)(C)C)O[C@@H]2C | 1.2
O=S(=O)(c1cccs1)N1CCCc2nc(-c3ccc(Br)cc3)ccc21 | 0.6
C[C@H](CO)N1C[C@H](C)[C@H](CN(C)C(=O)Nc2cccc3ccccc23)Oc2ncc(Br)cc2C1=O | 2.0
O=[N+]([O-])c1cccc(COc2ccc(CO)cc2)c1 | -1.6
COC(=O)[C@]12C[C@H](CC(=O)NCc3cccc4ccccc34)C(=O)N(CCc3ccc(OC)c(OC)c3)C1=C[C@H](C(C)(C)C)O[C@@H]2C | 0.2
Cc1ccccc1C(=O)N[C@H](C(=O)N1CCC[C@H]1C(=O)NCc1ccccc1)C(C)C | 0.1
Cc1ccc2nc(-c3ccc(CN4CCC5(CC4)CNc4ccccc45)cc3)c(-c3ccccc3)nc2c1 | 1.4
O=C(N[C@H](Cc1ccccc1)C(=O)NCCN1CCOCC1)[C@H]1O[C@@H](n2ccc(=O)[nH]c2=O)[C@H](O)[C@@H]1O | 0.3
O=C(OCCCOC(=O)c1ccccc1O)c1ccccc1O | 0.2
NC(=O)c1ncn([C@@H]2O[C@H](C(=O)N[C@H](Cc3c[nH]c4ccccc34)C(=O)N3CCN(C(=O)N4CCOCC4)CC3)[C@@H](O)[C@H]2O)n1 | 1.2
COC(=O)c1cc2c(c3c4cc(OC)ccc4n(S(C)(=O)=O)c13)C(=O)N(C)C2 | 0.9
C[C@H]1Cn2cnc(C(=O)N(C)Cc3ccccc3)c2C(=O)N1 | 1.1
Cc1cccc2nc(-c3ccccc3)c(-c3ccc(CN4CCC(c5nc6ccccc6[nH]5)CC4)cc3)nc12 | 0.8
CN1CCCc2nc(-c3ccccc3)ccc21 | -0.2
COc1ccc(CN(C2CCCC2)S(=O)(=O)c2cc(Br)ccc2Br)c(OC)c1 | 0.2
COC(=O)c1cc2c(c3c4cc(OC)ccc4n(S(=O)(=O)c4ccc(OC)cc4)c13)C(=O)N(Cc1ccccc1OC)C2 | 0.9
Cc1cc(N2CCN(CC(C)(C)O)C[C@H]2C)ccc1N1CCN(Cc2ccccc2)[C@@H](C)C1 | -0.9

(listing goes on)
SMILES | MsrA inh
CCOc1cc(CO)c(Br)cc1OCC(=O)O | -1.1
O=C(N/N=C(\c1ccccc1)c1cccnc1)c1cc(O)ccc1O | -0.2
COC(=O)[C@]12C[C@H](CC(=O)N3CCSCC3)C(=O)N(Cc3ccccc3)C1=C[C@H](C(C)(C)C)O[C@@H]2C | 0.8
CCc1c(C)sc2nc(C(C)C)nc(SCC(=O)N3CCc4ccccc4C3)c12 | 0.7
COc1ccc(-c2ccnc3nc(/N=C/N(C)C)nn23)cc1 | 3.5
CCCCCCN(C(=O)CCCCCN1C(=O)NC(c2ccc(-c3ccccc3)cc2)C(C(=O)OCc2ccccc2)=C1C)C(C(=O)NCCCC)c1ccccn1 (configuration not stated) | 0.6
CCCCCCN(C(=O)CCCCCN1C(=O)NC(c2ccc(-c3ccccc3)cc2)C(C(=O)OCc2ccccc2)=C1C)C(C)C(=O)NCCCC (configuration not stated) | -0.9
COCc1cc(N2CCN(C(=O)OC(C)(C)C)C[C@@H]2C)ccc1N1CC[C@@H](O)C1 | -1.5
C[C@@H]1CN([C@H](C)CO)C(=O)CCCn2cc(nn2)CO[C@H]1CN(C)C(=O)Nc1ccc(N2CCCCC2)cc1 | 0.9
O=C(NC1CCCC1)[C@@H]1CCCN1C(=O)[C@@H](NC(=O)N1CCOCC1)c1ccccc1 | 0.0
COC(=O)[C@]12C[C@H](CC(=O)N3CCOCC3)C(=O)N(Cc3ccccc3)C1=C[C@H](C(C)C)O[C@@H]2C1CC1 | 0.2
CCOC(=O)N1CCN(C(=O)C[C@H]2C[C@@]3(C(=O)OC)C(=C[C@H](COCc4ccccc4)O[C@@H]3C)N(Cc3ccc4c(c3)OCO4)C2=O)CC1 | -0.6
CNc1ncn(-c2c(C)cccc2C)c(=O)n1 | 0.2
Cc1ccc(CN2CC(N3CCC[C@@H]3C)CS2(=O)=O)cc1 (some centres not stated) | 1.8
Cc1ccccc1C(=O)NC1CCCCN(C)C1=O (configuration not stated) | 0.1
COc1ccc(N2CCC(CNC(=S)Nc3cccc(OC)c3)C2)cc1 (configuration not stated) | 0.6
Cc1cc(C)c(-n2c(C)cc(/C=C3/NC(=O)NC3=O)c2C)c(C)c1 | 3.0
COC(=O)C1=C(C)N(Cc2ccc(Cl)cc2)C(=S)NC1c1ccc(Cl)cc1 (configuration not stated) | 0.4
Oc1c(C(c2ccccn2)N2CCC(Cc3ccccc3)CC2)cc(Cl)c2cccnc12 (configuration not stated) | -0.5
O=C(/C=C(\Nc1cccc(Cl)c1)c1ccccc1)c1ccccc1 | -1.1
O=C1NC(Cc2ccc(O)cc2)c2nc3ccccc3c(=O)n2-c2ccccc21 (configuration not stated) | 0.9
COc1cc2c(c(OC)c1OC)C1(CCCCC1)CC2NC(=O)c1ccncc1 (configuration not stated) | 2.6
Clc1ccc(Cn2ncc3c(NCc4ccccc4)ncnc32)c(Cl)c1 | -1.2
CCCCCCCCN1C(=O)[C@@H](CC(=O)NCCCOC)C[C@@]2(C(=O)OC)C1=C[C@H](C(C)(C)C)O[C@@H]2C | -0.6
O=C(C(=O)N1CCC(CNS(=O)(=O)Cc2ccccc2)CC1)c1cc2ccccc2o1 | 2.0

The listing continues.
SMILES | MsrA inh
Cc1ccc(C(=O)N2CCC[C@@H]2C(=O)N2CCC[C@@H]2C(=O)NCc2ccccc2)cc1 | -0.1
COc1ccc(C(=O)c2[nH]c(N)c(C(=O)c3c[nH]c4ccccc34)c2-c2ccc(F)c(OC)c2)cc1 | 0.6
S=C(SCc1cc(Cl)cc2c1OCOC2)N1CCSCC1 | 2.9
CCCCc1c(-c2ccccc2OC)ncn1Cc1cc(F)ccc1F | -0.3
C[C@H](O)[C@@H]1CN2CCc3ccc(-c4ccc5c(c4)OCO5)cc3[C@@H]2C[C@@H]1N(C)C(=O)c1cccc(Cl)c1 | 3.3
Cc1cnn(C(=S)NCc2ccc(Cl)cc2)c1 | 1.2
CCOC(=O)c1cc(-c2ccc(Cl)s2)nc2c1c(C)nn2C | 2.2
Cc1c(O)nc2sc3ccccc3n2c1=O | 1.3
O=C(N[C@H](C(=O)N1CCC[C@H]1C(=O)NC1CCCC1)C1CCCCC1)C1CC1 | -0.6
CCOC(=O)c1c(C)oc2c1c(C(c1ccncc1)N1CCOCC1)c(O)c1ccccc12 (configuration not stated) | 1.2
CCc1ccc(NC(=O)CN2C(=O)C(=O)N(Cc3ccccc3)C2=O)cc1 | -0.8
COC(=O)[C@]12C[C@H](CC(=O)N3CCCC3)C(=O)N(Cc3ccccc3)C1=C[C@H](C(C)C)O[C@@H]2C1CC1 | -0.4
C=CCN=C1NC(c2cccc(Cl)c2)C(C(=O)OC)=C(C)N1Cc1cccc(C(F)(F)F)c1 (configuration not stated) | -0.2
C[C@@H]1NS(=O)(=O)c2ccc(F)cc2O[C@@H]1c1ccccc1 | -0.5
COc1ccc(C=CC(=O)c2c(N)n(C)c(=O)n(C)c2=O)cc1 | 4.3
O=C(NCc1cc(C(F)(F)F)cc(C(F)(F)F)c1)C1CC(c2ccccc2C(F)(F)F)=NO1 (configuration not stated) | 0.3
Nc1ncnc(N)c1NC(=O)c1ccccc1 | -0.1
CC(C)(C)c1ccc(-c2cc(NC(=O)Cc3c[nH]c4ccccc34)ccc2Nc2cccnc2)cc1 | 1.6
COC(=O)C1=C(C)N(C)C(=NCc2ccccc2C(F)(F)F)NC1c1ccc(Cl)cc1 (configuration not stated) | 0.2
CCCCCCCCN1C(=O)[C@@H](CC(=O)NCC23CC4CC(CC(C4)C2)C3)C[C@@]2(C(=O)OC)C1=C[C@H](C(C)(C)C)O[C@@H]2C | 0.4
Cc1ccc(/C=C2\SC(=S)N(CC(=O)Nc3ncc(Cc4ccccc4Cl)s3)C2=O)cc1 | -2.0
COC(=O)[C@]12C[C@H](CC(=O)NCCc3ccccc3OC)C(=O)N(CCC3=CCCCC3)C1=C[C@H](C(C)(C)C)O[C@@H]2C | -0.3
CC(C)c1ccc(OCCCN2CCC(C(O)(c3ccccc3)c3ccccc3)CC2)cc1 | -1.4
CC1Oc2ccccc2N(Cc2ccccc2F)C1=O (configuration not stated) | -0.4
C[C@@H](C(=O)Nc1ccc2ccccc2c1)[C@H]1C[C@]1(C)[C@H](NC(=O)c1cccnc1)c1ccccc1 | -0.4

An excerpt from above in order of length of the SMILES, lowest first.
SMILES | MsrA inh
Cc1c(O)nc2sc3ccccc3n2c1=O | 1.3
CC1Oc2ccccc2N(Cc2ccccc2F)C1=O (configuration not stated) | -0.4
CCOC(=O)c1cc(-c2ccc(Cl)s2)nc2c1c(C)nn2C | 2.2
CC(C)c1ccc(OCCCN2CCC(C(O)(c3ccccc3)c3ccccc3)CC2)cc1 | -1.4
CCOC(=O)c1c(C)oc2c1c(C(c1ccncc1)N1CCOCC1)c(O)c1ccccc12 (configuration not stated) | 1.2
Cc1ccc(C(=O)N2CCC[C@@H]2C(=O)N2CCC[C@@H]2C(=O)NCc2ccccc2)cc1 | -0.1
CCCCCCCCN1C(=O)[C@@H](CC(=O)NCC23CC4CC(CC(C4)C2)C3)C[C@@]2(C(=O)OC)C1=C[C@H](C(C)(C)C)O[C@@H]2C | 0.4

Fetched one by one from above (three):
SMILES | MsrA inh
C[C@@H]1NS(=O)(=O)c2ccc(F)cc2O[C@@H]1c1ccccc1 | -0.5
Nc1ncnc(N)c1NC(=O)c1ccccc1 | -0.1
C=CCN=C1NC(c2cccc(Cl)c2)C(C(=O)OC)=C(C)N1Cc1cccc(C(F)(F)F)c1 (configuration not stated) | -0.2

Next part
SMILES | MsrA inh
Cc1nc([N+](=O)[O-])cn1CC(Cl)Cn1cc([N+](=O)[O-])nc1C | 1.8
CCCc1ccc(-c2cc(NC(=O)Cc3c(C)[nH]c4ccccc34)ccc2Nc2cccnc2)cc1 | 1.7
CC(C)c1[nH]nc2c1C(c1ccc(F)cc1)N(Cc1ccccc1)C2=O (configuration not stated) | -0.2
COCCCNC(=O)C[C@H]1C[C@@]2(C(=O)OC)C(=C[C@H](C(C)(C)C)O[C@@H]2C)N(CCc2ccc(OC)c(OC)c2)C1=O | -0.5
Cc1ccc2cccc(NS(=O)(=O)c3ccccc3)c2n1 | 0.1
COC(=O)C1=C(C)N(Cc2ccc(C(F)(F)F)cc2)C(=NCc2cccc(C(F)(F)F)c2)NC1c1ccccc1C(F)(F)F (configuration not stated) | -1.4
O=C(NCc1ccccc1)[C@@H]1CCCN1C(=O)[C@H]1CCCN1C(=O)c1ccc(F)c(C(F)(F)F)c1 | -0.1
CC(C)(C)S(=O)(=O)N1C[C@H]2C(=C(CCO)C[C@H]3C(=O)N(c4ccccc4)C(=O)[C@H]32)[C@@H]1CCO | 1.2
O=C(Nc1cccc([N+](=O)[O-])c1)OCc1ccc2c(c1)OCO2 | 0.3
O=C(O)Cn1nnc(-c2ccc(OCc3ccccc3Cl)cc2)n1 | -0.9
CCCCn1c(=N)n(CC(=O)c2ccc(OC)cc2)c2ccccc21 | -1.0
CCN(CCOC(=O)Nc1ccc(Cl)cc1)C(=O)Nc1ccc(Cl)cc1 | -0.7
C[C@H]1COc2cc(NCCCN3CCOCC3)ccc2S(=O)(=O)N1 | -0.4
Cc1c(C2C(C#N)=C(N)N(c3cccc([N+](=O)[O-])c3)C3=C2C(=O)CCC3)cnn1C (configuration not stated) | 3.1
O=C1NC2(CCCC2)C(=O)N1Cc1cc(=O)n2ccsc2n1 | 0.4
Cc1[nH]c2ccccc2c1CC(=O)Nc1ccc(Nc2ccccc2)cc1 | 1.4
CCOC(=O)c1sc(NC(=O)c2cncc(Br)c2)nc1C | -0.3
O=C(c1cccs1)N(CCO)Cc1cc2cc3c(cc2[nH]c1=O)OCCO3 | 4.1
CCc1c(-c2ccc(F)cc2F)ncn1CCc1ccccc1OC | -0.2
CCn1c(SCC(=O)Nc2ccccc2)nc2nc3c(cc2c1=O)COC(C)(C)C3 | 0.8
C[C@H]1CN(C(=O)OC(C)(C)C)CCN1c1ccc(N2CC[C@@H](O)C2)c(C#N)c1 | 0.2
Nc1sccc1C(=O)c1ccccc1 | 0.8
O=C(N[C@H](Cc1ccccc1)C(=O)NCc1cccc2ccccc12)[C@H]1O[C@@H](n2ccc(=O)[nH]c2=O)[C@H](O)[C@@H]1O | -0.4
O=S(=O)(c1ccc(F)cc1)N1CCCc2nc(-c3ccccc3)ccc21 | -0.6
CCn1cc(C(=O)O)c(=O)c2cnc(N3CCN(C(=S)Nc4ccc(F)cc4)CC3)nc21 | -1.0

(listing goes on)
SMILES | MsrA inh
O=C(O)CCC(=O)c1ccc2ccc3cccc4ccc1c2c34 | 3.2
COC(=O)[C@]12C[C@H](CC(=O)NCC3CCCCC3)C(=O)N(CCc3ccc(OC)c(OC)c3)C1=C[C@H](C(C)(C)C)O[C@@H]2C | -0.4
Cc1cc(NC(=O)CCC(=O)N(c2cccnc2)C(C(=O)NC2CCCC2)c2ccccc2F)no1 (configuration not stated) | -1.1
CCc1nc(N=C(N)N)nc2ccccc12 | -0.9
O=C(O)c1cc(S(=O)(=O)Nc2ccc3oc(=O)sc3c2)ccc1O | -0.1
COC(=O)C1=C(C)N(C)C(=NCc2ccc3c(c2)OCO3)NC1c1ccc(F)cc1 (configuration not stated) | 0.2
C[C@@H]1Cn2cnc(C(=O)N3CCN(C(=O)OC(C)(C)C)CC3)c2C(=O)N1 | 0.5
COc1cccc(C2NC(=S)NC(C)=C2C(C)=O)c1 (configuration not stated) | 1.9

Screening data as filed in PubChem.
